TLR9-MyD88 inh: inhibitors of human TLR9-MyD88 binding | 340,000 tested, 0.21% active | CHO BLA complementation TLR9-MyD88, CCF4 FRET ratio | inhibition, % at 4.98 µM | AID 504734 | Q9NR96+Q99836;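 active means inhibition above the mean over all tested compounds plus 3 SD, cut at about 21% in these data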;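 further: 0% = DMSO only wells and 100% = clavulanate BLA inhibitor control wells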
Target sequence (Q99836 whole entry, looked up): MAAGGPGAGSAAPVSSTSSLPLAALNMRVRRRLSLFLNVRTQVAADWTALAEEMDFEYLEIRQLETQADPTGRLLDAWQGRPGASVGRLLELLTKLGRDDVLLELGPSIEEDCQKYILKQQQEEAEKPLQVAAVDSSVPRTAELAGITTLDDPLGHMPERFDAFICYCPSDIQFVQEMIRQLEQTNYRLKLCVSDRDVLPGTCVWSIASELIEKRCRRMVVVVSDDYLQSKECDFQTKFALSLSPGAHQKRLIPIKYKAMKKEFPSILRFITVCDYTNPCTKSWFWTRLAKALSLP
Target sequence (Q9NR96 whole entry, looked up): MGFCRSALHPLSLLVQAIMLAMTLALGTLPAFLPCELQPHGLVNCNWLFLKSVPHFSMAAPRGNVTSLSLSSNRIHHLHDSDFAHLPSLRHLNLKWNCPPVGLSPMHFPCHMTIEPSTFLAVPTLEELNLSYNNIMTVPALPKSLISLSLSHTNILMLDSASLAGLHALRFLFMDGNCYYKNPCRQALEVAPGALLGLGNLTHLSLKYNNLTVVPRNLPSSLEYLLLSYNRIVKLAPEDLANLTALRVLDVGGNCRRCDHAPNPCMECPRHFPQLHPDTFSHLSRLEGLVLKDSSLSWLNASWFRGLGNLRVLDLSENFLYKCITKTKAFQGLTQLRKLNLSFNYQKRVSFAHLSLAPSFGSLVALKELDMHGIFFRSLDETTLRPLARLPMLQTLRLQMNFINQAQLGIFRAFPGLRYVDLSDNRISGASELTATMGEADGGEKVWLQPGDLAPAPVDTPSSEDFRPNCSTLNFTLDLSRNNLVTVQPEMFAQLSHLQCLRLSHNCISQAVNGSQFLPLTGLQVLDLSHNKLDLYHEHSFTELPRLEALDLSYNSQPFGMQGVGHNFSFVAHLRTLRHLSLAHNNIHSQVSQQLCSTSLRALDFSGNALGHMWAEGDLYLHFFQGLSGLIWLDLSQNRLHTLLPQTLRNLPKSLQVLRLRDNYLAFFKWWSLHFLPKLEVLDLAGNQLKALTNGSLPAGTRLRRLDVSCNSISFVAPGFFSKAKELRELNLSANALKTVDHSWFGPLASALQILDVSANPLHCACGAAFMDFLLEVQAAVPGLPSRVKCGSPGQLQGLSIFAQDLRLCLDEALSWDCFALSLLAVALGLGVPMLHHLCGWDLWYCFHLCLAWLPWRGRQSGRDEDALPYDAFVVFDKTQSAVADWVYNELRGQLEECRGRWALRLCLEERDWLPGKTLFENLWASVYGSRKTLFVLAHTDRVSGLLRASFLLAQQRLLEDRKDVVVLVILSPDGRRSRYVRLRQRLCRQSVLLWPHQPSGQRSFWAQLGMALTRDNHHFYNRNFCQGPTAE
NR2F2 inh: inhibitors of human COUP-TFII (NR2F2) | P24468 | HEK293T NGFI-A luciferase reporter, luminescence | inhibition, % at 8.6 µM | 370,000 tested, 0.7% active | AID 686940;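 active means inhibition above a per-plate cutoff, mean inhibition of test wells between control levels plus 3 SD, cut at about 38% in these data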;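 further: cells cotransfected with COUP-TFII expression vector driving the NGFI-A reporter; 0% = median of COUP-TF2 test wells and 100% = reporter-only cells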
TROY NFkB inh: blocks TROY-dependent signaling in reporter cells. Q293 LMP1-TROYcd NF-kB luciferase reporter, 4 h. 360,000 tested, 0.98% active. inhibition, % at 10 µM;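 active means compounds whose plate-normalised and pattern-corrected inhibition of the luciferase reporter signal at the single screening dose is 50% or more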
LMP1 NFkB inh: reduces LMP1-driven NF-kappaB luciferase signal | LMP1-induced NF-kappaB luciferase reporter cells, luminescence | inhibition, % at 12.5 µM | 350,000 tested, 0.69% active | AID 504558; in the data active means inhibition above about 41%;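 further: 0% = neutral control wells and 100% = reference inhibitor control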
NCOA3 inh: inhibitors of human steroid receptor coactivator 3 (SRC3); HEK293 GAL4-SRC3 luciferase reporter, luminescence; 360,000 tested, 0.17% active; inhibition, % at 3.6 µM;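 active means inhibition above a per-campaign cutoff, the mean of all compounds plus 3 SD, cut at about 60% in these data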;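 further: 0% = DMSO-treated cells and 100% = gossypol-treated cells at 36 µM; higher means less SRC3-driven luciferase light from the GAL4 reporter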
Vif imaging: inhibitors of HIV Vif; HEK293T cells, Vif self-association by quenched fluorescence, imaging, 24 h; inhibition, % at 7.49 µM; 340,000 tested, 0.35% active; in the data active means inhibition above about 50%, passing the limit was not always enough; further: some results filed as inactive read as strong as hits
SRC1 inh: inhibitors of human steroid receptor coactivator 1 (SRC1). Q15788. HEK293 GAL4-SRC1 luciferase reporter, luminescence. inhibition, % at 3.6 µM. 360,000 tested, 0.12% active;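 active means inhibition above the campaign mean plus 3 SD, with each screening campaign given its own cutoff, cut at about 60% in these data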;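 further: 0% = DMSO treated cells and 100% = gossypol at 36 µM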
NR5A2 inv ag: suppresses constitutive activity of human LRH-1 | O00482 | AID 602396 | 360,000 tested, 0.13% active | HEK293T StAR-luciferase reporter, LRH-1 transfected, 24 h | inhibition, % at 3.6 µM;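 active means inhibition above the mean inhibition of all tested compounds plus 3 SD, cut at about 73% in these data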;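 further: 0% = DMSO wells and 100% = reporter-only cells lacking LRH-1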
NOD2 RIPK2 PPI: inhibitors of human NOD2-RIPK2 interaction; CHO BLA complementation NOD2-RIPK2, CCF4 ratio; inhibition, % at 4.98 µM; 360,000 tested, 0.38% active; AID 624267; in the data active means inhibition above about 21%;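 further: 0% = vehicle only and 100% = reference blocker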
C8 TRAIL sens: caspase-8 TRAIL sensitization; NB7+C8 cells + TRAIL, ATPlite viability luminescence; inhibition (viability loss, TRAIL sensitization), % at 10 µM; 360,000 tested, 1% active; AID 624354;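 active means compounds causing at least 50% loss of cell viability in the single-dose screen, relative to plate controls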
SRC2 inh: human SRC2 (NCOA2) inhibition. Q15596. HEK293 GAL4-SRC2 luciferase reporter, luminescence. inhibition, % at 9 µM. 370,000 tested, 0.17% active. AID 651957;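 active means inhibition above the mean inhibition of all tested compounds plus 3 SD, set per campaign, cut at about 52% in these data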;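 further: 0% = DMSO treated cells and 100% = cells given Gossypol at 36 µM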
Active calls of the source: *; · = no result given. Not all compounds are listed, so the mix of outcomes need not match the whole.

SMILES,TLR9-MyD88 inh,NR2F2 inh,TROY NFkB inh,LMP1 NFkB inh,NCOA3 inh,Vif imaging,SRC1 inh,NR5A2 inv ag,NOD2 RIPK2 PPI,C8 TRAIL sens,SRC2 inh
N#CC1(NC(=O)CN2CCc3ccccc3C2)CCCC1,-4,-6,6,-7,-7,1,-16,7,-8,-5,10
COc1ccc(CNC(=O)Cn2nc(C(F)(F)F)c(Br)c2C)cc1,-4,3,-13,3,-8,3,-19,-11,-4,7,7
Cc1cccc2[nH]c(CCNC(=O)C3CCC(=O)N(CCc4cccc(F)c4)C3)nc12 (stereo not drawn),3,-5,-18,-10,17,0,-3,11,-8,2,-21
Cc1ccc(C)c(C(=O)OCC(=O)NC(=O)NCc2ccccc2)c1,-8,11,20,-1,5,·,3,7,1,-14,31
COc1ccc(O)c(CN2CCN(CCc3ccccc3)C(CCO)C2)c1 (stereo not drawn),5,11,-22,2,1,-4,-6,4,8,6,-5
COc1cc2c(C(=O)N3CCOCC3)c(CSc3ccccc3)n(C)c2cc1Br,7,-3,14,-1,25,-23,12,-5,3,6,-4
CCC(=O)Nc1ccc(NC(=O)Cc2ccccc2)cn1,-4,-24,-13,4,-10,·,-28,-1,0,-1,-9
O=C(CSc1nnc2c3c4c(sc3ncn12)CCCC4)NCc1ccco1,-1,-15,-3,-10,17,-14,7,-2,-4,2,-29
COc1ccc(N2CCN(Cc3nc4c(c(=O)n(C)c(=O)n4C)n3Cc3cccc(C)c3)CC2)cc1,-4,-1,11,2,6,18,-7,-2,-9,18,-1
COc1ccccc1CCC(=O)OCC(=O)Nc1ccc2[nH]c(=O)[nH]c2c1,4,-23,-3,1,-18,8,13,1,-4,-17,-17

(more compounds)
SMILES,TLR9-MyD88 inh,NR2F2 inh,TROY NFkB inh,LMP1 NFkB inh,NCOA3 inh,Vif imaging,SRC1 inh,NR5A2 inv ag,NOD2 RIPK2 PPI,C8 TRAIL sens,SRC2 inh
CCOCCCNC(=O)C1c2ccccc2C(=O)N2CCc3ccccc3C12 (stereo not drawn),-1,-5,15,2,7,-7,3,19,2,2,13
COCCCNC(=O)c1cc2c(=O)n(C)c3ccccc3c2n1C,-1,-10,2,-4,4,-8,3,7,-2,15,-43
COc1ccc(CC(=O)Nc2ccc(S(=O)(=O)N(C)C)cc2)cc1OC,1,9,13,-10,20,-9,4,12,8,-17,1
Cc1ccn(S(=O)(=O)c2ccc(C(C)(C)C)cc2)n1,-2,1,-2,-1,14,·,-7,24,-8,-2,-14
CCOC(=O)c1nnsc1NC(C)=O,-9,12,-10,-2,-14,·,-10,0,-2,-3,-18
O=C(c1ccccc1)N1CCc2[nH]nc(-c3ccccc3)c2C1,2,-8,-27,-4,3,-1,5,8,-7,8,-3
O=C(Nc1ccccc1)c1ccc(-c2ccccc2C(F)(F)F)o1,-6,-44,-46,1,-66,-2,-55,-79,-1,13,-47
O=C(COC(=O)c1cc(Br)ccc1O)NNC(=O)c1ccc([N+](=O)[O-])cc1,1,-5,14,4,6,38,-7,-1,-9,-22,-37
CCOC(=O)c1ccc(NC(=O)CC2NCCNC2=O)cc1 (stereo not drawn),5,-22,-24,-3,2,·,2,9,1,14,-12
Cc1ccc2c(CN(C)Cc3ccccc3)cc(=O)oc2c1C,-1,-49,-69,·,-172,-9,-115,-126,-11,20,-73

The listing continues:
SMILES,TLR9-MyD88 inh,NR2F2 inh,TROY NFkB inh,LMP1 NFkB inh,NCOA3 inh,Vif imaging,SRC1 inh,NR5A2 inv ag,NOD2 RIPK2 PPI,C8 TRAIL sens,SRC2 inh
Cc1nnc(C)n1/N=C/c1ccc(C(=O)O)cc1,6,-3,-8,0,15,3,8,10,12,18,-4
Cc1oc(-c2ccccc2F)nc1CN1CCC(C(=O)NC2CCCCCCC2)CC1,7,·,12,11,3,-6,-30,-4,2,-2,·
O=C(O)C[C@@H](O)C(=O)O,1,-14,-2,2,6,-1,-2,5,1,5,-2
COc1ccccc1N=Nc1nc(-c2ccccc2)c(-c2ccccc2)[nH]1,6,-4,-25,-26,12,-25,2,2,14,-5,-25
CCOC(=O)c1c(-c2ccccc2)oc2ccc(OCC(=O)NNC(=O)CCC(=O)O)cc12,-12,-1,-1,-3,9,-10,5,-3,-15,10,-22
COc1cc(Cl)c(C)cc1NC(=O)CSc1cc(Cl)ccc1Cl,-11,-12,-5,5,-1,-6,-8,22,0,3,10
COc1cc(C(O)P(=O)(OCC(C)C)OCC(C)C)cc(OC)c1OC (stereo not drawn),-4,14,-14,1,-14,6,15,22,-9,-14,-31
O=C(Cn1cc2c(n1)CCCCC2)NCc1cccs1,-3,-2,-33,-4,-17,-2,-30,-17,-12,-5,2
COc1ccc(-c2nnc(SCC(=O)N(C)C3CCS(=O)(=O)C3)n2C(C)C)cc1 (stereo not drawn),-3,-1,-13,-3,4,9,9,3,-18,-3,-18
CCc1ccc(NC(=O)NNC(=O)c2cc3ccccc3cc2O)cc1,8,-20,-3,-6,-6,-5,-7,-8,16,3,-3

Later entries
SMILES,TLR9-MyD88 inh,NR2F2 inh,TROY NFkB inh,LMP1 NFkB inh,NCOA3 inh,Vif imaging,SRC1 inh,NR5A2 inv ag,NOD2 RIPK2 PPI,C8 TRAIL sens,SRC2 inh
C=C(C)Cn1c(=S)[nH]c2ccccc2c1=O,11,3,2,-5,4,-1,11,-1,4,-9,-10
COC(=O)c1[nH]c2ccccc2c1NC(=O)CCN1CCSCC1,0,-2,-26,4,-11,-2,3,7,3,2,-24
COc1cc(/C=N/O)cc(Br)c1OS(=O)(=O)c1ccc(C)cc1,9,15,38,2,15,14,-5,5,3,4,-2
CC(C)CN(C(=O)COC(=O)c1cncc(Br)c1)c1c(N)n(Cc2ccccc2)c(=O)[nH]c1=O,-6,-5,11,-1,-16,-5,2,6,0,-4,0
CC1CC(C)(C)NC(=S)N1CCC(=O)Nc1ccc2c(c1)OCCO2 (stereo not drawn),-2,28,15,23,8,0,1,-4,-3,18,2
COc1ccc(N2CC(C(=O)N[C@H](C(=O)NC(C)c3ccccc3)C(C)C)CC2=O)cc1 (stereo partly drawn),-4,-2,-3,-4,-6,-11,-8,-5,0,4,-6
CCOC(=O)C1CCCN(c2cc(=O)n(-c3ccccc3Cl)c(=O)[nH]2)C1 (stereo not drawn),2,-5,0,2,1,-1,-8,-5,-6,-2,-1
CCN(CC)c1ccc(/C=N/NC(=O)C(O)c2ccccc2)cc1 (stereo not drawn),-1,-4,-3,-7,8,-6,-18,17,-3,14,-7
O=C(Nc1cnc2ccccc2c1)c1ccco1,1,-58,-25,23,-103,-11,-181,-119,1,7,-53
Cc1ccc(Oc2ncccc2/C=N/O)cc1,0,18,8,7,-3,-7,5,-16,-2,-2,7

Further results.
SMILES,TLR9-MyD88 inh,NR2F2 inh,TROY NFkB inh,LMP1 NFkB inh,NCOA3 inh,Vif imaging,SRC1 inh,NR5A2 inv ag,NOD2 RIPK2 PPI,C8 TRAIL sens,SRC2 inh
Cc1ccccc1C1CC(c2ccc(Br)cc2)Nc2nc(N)nn21 (stereo not drawn),-18,-2,8,-3,-38,-5,-18,10,-3,-2,3
CN(C)S(=O)(=O)N1CCN(C(=O)c2ccc3c(c2)OCO3)CC1,-2,-3,-15,-4,18,22,13,2,-11,-8,-1
N/C(=N\O)c1ccc(Cl)cc1Cl,1,-23,4,-5,11,-2,0,14,0,-10,4
C=CCn1c(SCc2ccc(C(=O)NCCO)cc2)nc2ccccc2c1=O,-12,-16,11,-3,-15,3,-14,-9,0,-10,-42
CCOC(=O)c1sc(N2N=C(C)/C(=C\c3ccc(OCC(=O)OC)cc3)C2=O)nc1C,-4,-12,11,12,2,3,6,-1,-4,3,-3
Cc1ccc(NC(=O)COc2ccc(Br)cc2C)cc1,-5,-11,-78,-10,-50,-1,-73,-64,8,0,-36
C#CCOCCOCCOCCNc1nc(N2CCN(C(=O)Cn3cc(CCCCN)nn3)CC2)nc(N2CCN(C(=O)[C@H](C(C)C)n3cc(CCO)nn3)CC2)n1,-10,2,-1,-4,-15,-1,5,-11,-22,14,-31
CC(=O)Nc1ccc(S(=O)(=O)N2CCN(C(=O)c3ccco3)CC2)cc1,0,-5,18,5,13,-8,1,-7,-6,2,13
COc1ccc(C(=O)CN2CCN(c3ccc(Cl)cc3)CC2)cc1OC,0,4,-6,-7,9,4,3,16,7,-4,-7
Cc1cc(OCCOCCN(C)C)ccc1Cl,-11,-2,10,-1,17,1,2,-7,-10,-2,-17

Additional records follow:
SMILES,TLR9-MyD88 inh,NR2F2 inh,TROY NFkB inh,LMP1 NFkB inh,NCOA3 inh,Vif imaging,SRC1 inh,NR5A2 inv ag,NOD2 RIPK2 PPI,C8 TRAIL sens,SRC2 inh
Cc1ccc(S(=O)(=O)N2CCN(c3ccnc4cc(Cl)ccc34)CC2)cc1,6,16,31,5,-2,-14,-3,-6,2,5,23
Cc1ccc2c(c1)N(CC(=O)NCCCN1CCCCC1)C(=O)c1cccnc1O2,3,-29,-7,-2,12,9,-4,-20,3,-23,-43
c1ccn2c(SCc3ccc4c(c3)OCO4)nnc2c1,-3,-20,-40,-17,-38,10,-37,-36,7,-3,-55
O=C(CN(c1ccccn1)S(=O)(=O)c1ccc(F)cc1)Nc1ccccc1,4,15,-9,-2,19,16,-8,15,-4,-11,1
CC(NC(=O)c1ccco1)C(c1cccs1)N1CCN(c2ccccc2)CC1 (stereo not drawn),-3,27,15,-23,-18,·,-6,47,2,-4,-3
CCc1ccc(/C=C2\Oc3cc(OC(=O)N4CCOCC4)ccc3C2=O)cc1,0,-5,10,-11,16,-4,-13,2,-9,-6,13
CCN(CC)CCCNC(=O)COc1ccc2oc3c(c2c1)CCCC3,9,0,-7,-3,7,10,-1,5,0,3,-28
C[C@@H]1CN([C@H](C)CO)C(=O)CCCn2nncc2CO[C@H]1CN(C)C(=O)c1ccccc1,-1,4,3,-3,-3,5,-18,4,0,6,-4
CC1(C)CC(=O)C(C=NCCN2CCN(C3CC(=O)N(c4ccc(Cl)c(Cl)c4)C3=O)CC2)=C(O)C1 (stereo not drawn),11,-7,-2,-12,3,6,-2,-3,6,-4,-6

Assay outcomes as filed in PubChem.
